H37Rv inhibition – M. tuberculosis growth inhibition, HTS (AID 449762); one-dose inhibition, % at 25 µM; IC50 in µM for titrated hits; actives 0.59% (n = 330,000); M. tuberculosis H37Rv growth inhibition, 7H9 media; higher % means a stronger effect; in the data active = a potency from the dose series; inconclusive = inhibition above about 70% without an active follow-up result;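 note: bacterial growth assessed after seven days of incubation; strong numbers were not always called active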
Salmonella PhoP GFP – PhoP regulon inhibitors, Salmonella typhi PhoP promoter GFP reporter, confirmatory (AID 1850) | one-dose inhibition, % at 50 µM; IC50 in µM for titrated hits | Salmonella Typhi PhoP-promoter GFP reporter, fluorescence, 4 h; higher % means a stronger effect | actives 0.33% (n = 310,000); in the data active = a potency from the dose series; inconclusive = inhibition mostly from about 25% at the one dose, without a potency; inactive = the rest, 99 in 100 with inhibition below about 19%;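 note: 0% = induced wells with vehicle and 100% = uninduced wells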
H1N1 NS1A inhibition – H1N1 influenza NS1A inhibitors, functional cell based assay (AID 504329); inhibition, % at 12.5 µM; hits with a dose series show IC50 in µM; NS1A functional cell-based assay, percent inhibition; higher % means a stronger effect; actives 0.3% (n = 340,000); in the data active = a potency from the dose series; inconclusive = inhibition above about 27% without an active follow-up result; note: strong numbers were not always called active
inhibitors of VEEV – inhibitors of VEEV TC-83 cytopathic effect, confirmation, Vero cells (AID 588727) | actives 0.13% (n = 350,000) | one-dose inhibition, % at 20 µM; IC50 in µM for titrated hits | Vero cells, VEEV TC-83 cytopathic effect inhibition; higher % means a stronger effect; in the data active = a potency from the dose series; inconclusive = inhibition mostly from about 14% at the one dose, without a potency; inactive = the rest, 99 in 100 with inhibition below about 12%; note: strong numbers were not always called active
tuberculosis growth – growth inhibition of non-replicating M. tuberculosis (AID 488890); Mycobacterium tuberculosis non-replicating, growth inhibition; higher % means a stronger effect; one-dose inhibition, % at 25 µM; IC50 in µM for titrated hits; actives 0.39% (n = 320,000); in the data active = a potency from the dose series; inconclusive = inhibition mostly from about 82% at the one dose, without a potency; inactive = the rest, 99 in 100 with inhibition below about 76%;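 note: plate controls were DMSO cells for no effect and high antibiotic wells for full effect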
inhibitors of VEEV 10K pilot screen – also measured in inhibitors of VEEV; calls as there; inhibition, %; measured here: 10K pilot screen inhibition
* = called active by the depositor; i = inactive; ? = inconclusive; / = no result given.

SMILES | H37Rv inhibition | Salmonella PhoP GFP | H1N1 NS1A inhibition | inhibitors of VEEV | tuberculosis growth | others
CC(=O)c1ccc(NC(=O)Cn2c(=O)oc3ccccc32)cc1 | 1% | 6% | -2% | 0.2% | -10%
CC(=O)Oc1ccc2oc3c(c2c1)C(=O)CCC3 | 3% | 11% | -7% | i | 73%
Cc1ccc(Cl)cc1NC(=O)C1CCCN(S(C)(=O)=O)C1 (stereo not given) | 4% | -4% | -5% | i | -4%
CCN(CC)S(=O)(=O)c1ccc(OC)c(NC(=O)CSc2ccccc2)c1 | -8% | -11% | 17% | i | 15%
CCCCCCCCNC(=O)CCNC(=O)c1ccc(C(C)(C)C)cc1 | 35µM* | -7% | 1% | i | 71%
Cn1cccc1CC(=O)N/N=C/c1cc([N+](=O)[O-])ccc1Cl | 6% | -10% | -9% | 8.2% | 14%
CCOc1ccc(-n2c(C)nnc2SCC(=O)N(CC)CC)cc1 | 5% | 1% | -12% | 1.5% | -7%
COCCN(C(=O)COC(=O)Cc1ccc(Cl)cc1Cl)c1c(N)n(Cc2ccccc2)c(=O)[nH]c1=O | 2% | -5% | -15% | 2.2% | 16%
Cc1ccc(NC(=O)COC(=O)/C=C/c2ccc(Br)o2)cc1S(=O)(=O)N(C)C | 45% | 2% | -13% | 1.8% | 28%
Cc1ccc(S(=O)(=O)N2CCC(=O)N(CCOCc3ccc(C(F)(F)F)cc3)CC2)cc1 | 8% | 2% | -3% | i | 18% | inhibitors of VEEV 10K pilot screen=0.0
COc1cccc(CNC(=O)C2CCN(Cc3cnn(-c4ccccc4)c3-n3cccc3)CC2)c1 | 49% | 5% | 5% | 2.7% | 63%
CCN1c2ccc(S(=O)(=O)N3CCOCC3)cc2N(Cc2ccc(OC)cc2)C1C (stereo not given) | -5% | -3% | 8% | 1.1% | 30%
CC(OC(=O)Cc1n[nH]c(=O)c2ccccc12)C(=O)Nc1ccc(F)cc1Cl (stereo not given) | -10% | 2% | -2% | 7.5% | -11%
Cc1cnc(C(=O)NC2CCSc3ccccc32)cn1 (stereo not given) | -7% | -8% | -6% | 7.9% | 26%
Cc1cc(OCC(=O)N2CCc3ccccc3C2)c(C)cc1Br | 9% | 0% | 1% | 0.8% | 75%
COc1ccc(C2CC(=O)Nc3sc(=N)c4c(N)c(C#N)c(N)nc4c32)cc1OC (stereo not given) | -10% | -11% | 1% | 2.0% | -5%
O=C(OCc1nnc(-c2ccccc2)o1)c1ccccc1 | 4% | 1% | -5% | i | /
COc1ccc(C2CC(C(F)(F)F)n3nc(C(=O)N(C)Cc4cn(C)nc4C)c(Cl)c3N2)cc1 (stereo not given) | 0% | 4% | -4% | 0.0% | 9%
Cc1ccccc1OCC(=O)NNC(=S)NC(=O)c1ccco1 | ? | 4% | -5% | 5.5% | ?
CC(=O)c1cc(NC(=O)c2cccc(C(F)(F)F)c2)c(=O)oc1/C=C/N(C)C | 9% | 0% | -2% | 3.0% | ?
CCOc1ccc(NC(=O)CN(C)C(=O)c2cc([N+](=O)[O-])ccc2N2CCOCC2)cc1OCC | -9% | 5% | -5% | 9.1% | 1%
O=C(CSc1ncccn1)N/N=C/c1cccs1 | -7% | 18% | 1% | i | -6%
Cc1cc(C)n(-c2ccc(C(=O)NCc3cccs3)cc2)n1 | -9% | 2% | 9% | 6.6% | 8%
CCC1(c2ccccc2)NC(=O)N(CC(=O)Nc2cc(Cl)ccc2N2CCN(C)CC2)C1=O (stereo not given) | 3% | / | -1% | 0.1% | 45%
CCCCOc1ccc(OCCSc2nc3ccccc3n2CC(=O)O)cc1 | -2% | -7% | -11% | 0.8% | 1%
CN(C)CCCNc1ccc(-c2nn(C)c(=O)c3ccccc23)cc1[N+](=O)[O-] | 31% | 3% | -6% | i | 2%
O=C1N[C@@H](Cc2cn(S(=O)(=O)c3ccccc3)c3ccccc23)C(=O)N[C@H]1Cc1ccccc1 | 1% | -9% | 7% | 0.0% | -1%
COc1cccc(NC(=O)[C@H](Cc2ccccc2)NC(=O)[C@@H]2Cc3ccccc3CN2)c1 | -7% | -6% | 3% | 2.9% | 5%
O=C(Nc1cc(C(F)(F)F)ccc1N1CCOCC1)c1ccccc1 | 1% | -6% | 5% | 5.4% | -3%
COc1ccc(-n2c(N)c(C(=O)NCC3CCCO3)sc2=S)cc1 (stereo not given) | 4% | -5% | -22% | 2.0% | 16%
COc1ccc(S(=O)(=O)N2CC(C)N(C(=O)N(C)C)C2C(C)C)cc1 (stereo not given) | -4% | -4% | -6% | 0.3% | -26%
O=C(NC(=S)N1CCc2ccccc21)c1ccccc1Cl | ? | 14% | -1% | 0.3% | ?
COc1ccccc1-n1nnnc1SCC(=O)N(C)C1CCS(=O)(=O)C1 (stereo not given) | 6% | / | -2% | 0.7% | 12%
N#CC1(NC(=O)COC(=O)/C=C/c2ccc3ccccc3n2)CCCCC1 | ? | 0% | -9% | 3.9% | ?
COc1ccc(Cl)cc1NC(=S)NC(=O)c1ccc2c(c1)OCO2 | 9% | -6% | 4% | i | -3%
C=CCn1cccc(C(=O)Nc2ccc(C)c(Cl)c2)c1=O | 4% | 0% | -18% | 1.8% | 6%

Some of these compounds in order of formula weight, high to low:
SMILES | H37Rv inhibition | Salmonella PhoP GFP | H1N1 NS1A inhibition | inhibitors of VEEV | tuberculosis growth | others
COc1ccc(C2CC(C(F)(F)F)n3nc(C(=O)N(C)Cc4cn(C)nc4C)c(Cl)c3N2)cc1 (stereo not given) | 0% | 4% | -4% | 0.0% | 9%
CCOc1ccc(NC(=O)CN(C)C(=O)c2cc([N+](=O)[O-])ccc2N2CCOCC2)cc1OCC | -9% | 5% | -5% | 9.1% | 1%
O=C1N[C@@H](Cc2cn(S(=O)(=O)c3ccccc3)c3ccccc23)C(=O)N[C@H]1Cc1ccccc1 | 1% | -9% | 7% | 0.0% | -1%
CCC1(c2ccccc2)NC(=O)N(CC(=O)Nc2cc(Cl)ccc2N2CCN(C)CC2)C1=O (stereo not given) | 3% | / | -1% | 0.1% | 45%
COc1cccc(NC(=O)[C@H](Cc2ccccc2)NC(=O)[C@@H]2Cc3ccccc3CN2)c1 | -7% | -6% | 3% | 2.9% | 5%
CCCCOc1ccc(OCCSc2nc3ccccc3n2CC(=O)O)cc1 | -2% | -7% | -11% | 0.8% | 1%
COc1ccccc1-n1nnnc1SCC(=O)N(C)C1CCS(=O)(=O)C1 (stereo not given) | 6% | / | -2% | 0.7% | 12%
CC(=O)c1cc(NC(=O)c2cccc(C(F)(F)F)c2)c(=O)oc1/C=C/N(C)C | 9% | 0% | -2% | 3.0% | ?
COc1ccc(S(=O)(=O)N2CC(C)N(C(=O)N(C)C)C2C(C)C)cc1 (stereo not given) | -4% | -4% | -6% | 0.3% | -26%
COc1ccc(Cl)cc1NC(=S)NC(=O)c1ccc2c(c1)OCO2 | 9% | -6% | 4% | i | -3%
N#CC1(NC(=O)COC(=O)/C=C/c2ccc3ccccc3n2)CCCCC1 | ? | 0% | -9% | 3.9% | ?
O=C(Nc1cc(C(F)(F)F)ccc1N1CCOCC1)c1ccccc1 | 1% | -6% | 5% | 5.4% | -3%
Cc1ccccc1OCC(=O)NNC(=S)NC(=O)c1ccco1 | ? | 4% | -5% | 5.5% | ?
O=C(NC(=S)N1CCc2ccccc21)c1ccccc1Cl | ? | 14% | -1% | 0.3% | ?
C=CCn1cccc(C(=O)Nc2ccc(C)c(Cl)c2)c1=O | 4% | 0% | -18% | 1.8% | 6%
O=C(CSc1ncccn1)N/N=C/c1cccs1 | -7% | 18% | 1% | i | -6%

(listing goes on)
SMILES | H37Rv inhibition | Salmonella PhoP GFP | H1N1 NS1A inhibition | inhibitors of VEEV | tuberculosis growth | others
O=C1CC(c2ccc(O)c(O)c2)Oc2cc(O)cc(O)c21 (stereo not given) | -3% | 10% | -1% | i | -12%
CC(=O)c1sc(Nc2ccccn2)nc1C | 3% | 3% | 3% | 9.8% | 5%
CC(=NCCC1=CCCCC1)c1c(O)[nH]c(=O)[nH]c1=O | -4% | 5% | -7% | 0.2% | -4%
Cc1cc(C)n(-c2ncc(-c3ccccc3)nn2)n1 | -5% | 1% | 0% | 0.9% | 29%
O=S(=O)(c1ccc2nc(Cc3ccccc3)[nH]c2c1)N1CCOCC1 | -6% | 4% | 2% | i | -7%
COc1ccc(CN2CCN(Cc3ccccc3F)CC2)cc1 | 3% | 4% | 19% | 0.1% | -3%
CCC(C)N1C(=O)NC(=O)C2(Cc3cc(C)ccc3N(C)C2)C1=O (stereo not given) | -6% | -13% | -1% | 5.5% | -4%
Cc1occc(=O)c1OCc1ccc(Cl)cc1Cl | 2% | 2% | -2% | i | 0%
CCCCN(C1CCS(=O)(=O)C1)S(=O)(=O)c1cccs1 (stereo not given) | -2% | -8% | -10% | 2.6% | -11%
CC(=O)Nc1cccc(CP(=O)(c2ccccc2)c2ccccc2)c1 | -4% | 10% | -4% | 1.4% | -11%
NS(=O)(=O)c1cccc(NC(=O)Nc2ccc(Cl)cc2)c1 | 2% | 10% | -5% | 1.5% | 15%
Cc1ccc(NC(=O)c2ccc3c(c2)CCN3S(C)(=O)=O)cc1C | 39% | 5% | 0% | 0.9% | 11%
COCCN(C(=O)CN1CCCc2ccccc21)c1c(N)n(Cc2ccccc2)c(=O)[nH]c1=O | -7% | 2% | 6% | i | -1%
CCN(C(=O)COC(=O)C(C)(C)Oc1ccc(Cl)cc1)c1c(N)n(Cc2ccccc2)c(=O)[nH]c1=O | / | / | -13% | 0.6% | /
CNC(=S)NNC(=O)c1cccc(N(C)C)c1 | -2% | 3% | 7% | 1.2% | -7%
COc1cccc(CC2(CO)CCCN(Cc3cnn(-c4ccccc4)c3)C2)c1 (stereo not given) | -2% | -3% | -4% | i | 23%
O=C(Nc1cccnc1)c1ccc(Cl)c(S(=O)(=O)N2CCOCC2)c1 | -4% | 3% | 4% | 3.2% | 0%
COc1cc(C=Nc2c(C)cc(C)cc2C)ccc1OC(C)=O | -3% | -7% | -11% | 0.3% | -9%
O=C(O)/C=C/c1cccc(NC(=O)Nc2ccc([N+](=O)[O-])cc2)c1 | -10% | -4% | 6% | 0.4% | 8%
COc1ccccc1N=CC1=C(O)CC(c2ccccc2)CC1=O (stereo not given) | 9% | -7% | -8% | 0.5% | 11%
CN(Cc1cccc(F)c1)C(=O)C(c1ccccc1)c1ccccc1 | -1% | 6% | -15% | 1.8% | -11%
COCCNCCCCOc1ccccc1-c1ccccc1 | 6% | 10% | -7% | 0.2% | 18%
COc1cc2ccccc2cc1C(=O)N1CCCCC1 | -9% | 4% | -4% | 2.6% | 12%
CCOC(=O)Nc1sc(C)c(C)c1C(N)=O | 11% | -15% | 6% | 2.4% | -7%
COc1ccc(C(=O)CC(=O)C(=O)Nc2cc(C)ccc2C)cc1 | 0% | -11% | -5% | 0.6% | 34%
Cc1cc(S(=O)(=O)NC(C)C)ccc1OCC(=O)N1CCOCC1 | 1% | -10% | -5% | 1.1% | -2%
COCCN(C(=O)COC(=O)/C=C/c1nc2ccccc2s1)c1c(N)n(Cc2ccccc2)c(=O)[nH]c1=O | 70% | 2% | 0% | 1.9% | 23%
Cc1cccc(C)c1NC(=O)CNC(=O)CNC(=O)Cc1cccc2ccccc12 | 3% | / | -11% | 0.8% | 7%
COc1ccc(S(=O)(=O)N2CCOCC2)cc1NC(=O)COC(=O)C1CC1C (stereo not given) | 7% | / | -10% | 1.1% | 8%
COc1cc(/C=C/C(=O)OCC(=O)NC2CCCCCCC2)ccc1O | ? | / | -1% | 8.4% | 51%
Cc1ccc(C2CC3CCC(C2)N3Cc2ccccc2F)cc1 (stereo not given) | / | / | -8% | 0.6% | /
CCCCc1nnc(NC(=O)CSc2nc(O)c(Cc3ccccc3)c(=O)[nH]2)s1 | -6% | -1% | -10% | 0.8% | 26%
CCN(C(=O)COC(=O)c1ccc(COc2ccc3c(C)cc(=O)oc3c2)cc1)C1CCS(=O)(=O)C1 (stereo not given) | 9% | -2% | 5% | 0.5% | 11%
Cc1cc(C)n2nc(-c3ccsc3-n3c(C)ccc3C)cc2n1 | -3% | -6% | 18% | 1.2% | /
CC(C)CCNC(=S)Nc1ccc(Br)cc1 | ? | 3% | -2% | i | ?
CCCCCn1c(N2CCOCC2)nc2c1c(=O)n(CC(N)=O)c(=O)n2C | 0% | -1% | -3% | 1.4% | -9%
O=C(O)CCCCCn1c(SCC(=O)Nc2ccc(F)cc2)nc2ccsc2c1=O | 9% | -25% | -1% | 0.7% | 0%
COc1ccccc1NC(=O)Cn1nnc(-c2ccccc2NC(=O)c2cc3ccccc3oc2=O)n1 | -5% | -10% | -3% | 0.1% | 6%
